# Bioassay records: PubChem, several laboratories
# MT1-MMP act inh: MT1-MMP (human) activation inhibition; 360,000 compounds, 0.061% hits; HT1080 RFP-PRO-GFP cells, GFP/RFP ratio fluorescence, overnight; percent of plate control window, DMSO zero; AID 651647; GFP/RFP ratio change, % at 20 µM;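 active = GFP/RFP ratio change of at least 30% with cell ATP level not reduced by more than half and red fluorescence within 50% of control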; note: strong numbers were not always called active
#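 Assay system – RFP-PRO-GFP reporter HT1080 cells · Compound dosing – single dose of 20 µM compound, 1% DMSO final · Incubation – overnight compound exposure at 37 °C · Measure – GFP/RFP fluorescence ratio · Benchmarks – DMSO wells and RFP-L50D-GFP cells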
# CendR NRP1 mod: NRP-1/CendR interaction modulation; FAM-RPARPAR peptide binding to NRP-1, fluorescence polarization; inhibition, % at 25 µM; 360,000 compounds, 0.85% hits;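 active = inhibition or corrected inhibition above about 18%, plus a signal ratio from 0.5 to 1.5, limit read from the data, passing the limit was not always enough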; note: strong numbers were not always called active
# eLon inh: inhibits E. coli Lon protease. purified E. coli Lon protease, fluorescence polarization. AID 602123. inhibition, % at 7.94 µM. 360,000 compounds, 0.42% hits; in the data active = inhibition above about 13%, passing the limit was not always enough;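 note: 0% = enzyme with probe and DMSO and 100% = no enzyme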
# Target sequence (P0A9M0 whole entry, looked up): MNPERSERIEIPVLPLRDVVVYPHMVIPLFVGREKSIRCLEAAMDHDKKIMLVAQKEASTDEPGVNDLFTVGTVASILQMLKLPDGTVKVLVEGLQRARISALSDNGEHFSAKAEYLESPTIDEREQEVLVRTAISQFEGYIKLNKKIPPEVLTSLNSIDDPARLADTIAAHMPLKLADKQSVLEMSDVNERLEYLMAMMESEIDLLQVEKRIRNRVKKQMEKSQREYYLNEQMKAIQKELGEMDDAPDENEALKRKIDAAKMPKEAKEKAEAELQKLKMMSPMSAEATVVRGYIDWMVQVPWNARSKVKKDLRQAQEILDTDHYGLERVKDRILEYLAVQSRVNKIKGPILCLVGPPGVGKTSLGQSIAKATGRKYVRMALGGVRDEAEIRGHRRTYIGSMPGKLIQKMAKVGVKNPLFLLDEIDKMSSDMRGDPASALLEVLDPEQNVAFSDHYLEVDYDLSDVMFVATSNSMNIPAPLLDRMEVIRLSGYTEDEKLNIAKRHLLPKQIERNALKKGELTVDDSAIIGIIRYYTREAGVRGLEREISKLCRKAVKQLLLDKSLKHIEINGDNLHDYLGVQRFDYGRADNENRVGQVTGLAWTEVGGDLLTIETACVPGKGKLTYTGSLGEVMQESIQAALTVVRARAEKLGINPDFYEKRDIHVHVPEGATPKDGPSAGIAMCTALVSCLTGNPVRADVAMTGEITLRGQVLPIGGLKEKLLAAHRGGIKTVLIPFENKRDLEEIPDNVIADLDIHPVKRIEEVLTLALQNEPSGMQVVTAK
# SKN-1 inh: blocks SKN-1 activity in C. elegans; 360,000 compounds, 0.49% hits; AID 624304; inhibition, % at 21.8 µM; C. elegans VP596 Pgst-4::GFP/RFP ratio, acrylamide-induced, 24 h;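 active = interference check ratio from 0.5 to 1.5 plus GFP to RFP signal ratio inhibition reaching or exceeding a fixed threshold, cut at about 30% in these data, passing the limit was not always enough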; note: some compounds called inactive have numbers as strong as hits
# Neddylation inh: blocks human cullin neddylation. calls only at 25 µM. TR-FRET cullin neddylation, biochemical. 360,000 compounds, 0.58% hits; in the data active = inhibition above about 36%
# Rin1-Abl PPI inh: inhibitors of human Rin1-Abl protein interaction; 360,000 compounds, 0.4% hits; AID 588664; P00519+Q13671; TR-FRET Rin1/Abl binding, biochemical; inhibition, % at 7.35 µM; in the data active = inhibition above about 5%, passing the limit was not always enough
# PABP1 MLLE inh: inhibitors of microRNA-mediated deadenylation, human PABP1 MLLE binding; GST-MLLE / FITC-PAM2 fluorescence polarization; inhibition, % at 20 µM; 360,000 compounds, 0.36% hits; AID 588489; in the data active = inhibition above about 35%, passing the limit was not always enough;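 note: plate controls were DMSO wells with GST-MLLE for no effect and wells lacking GST-MLLE protein for full effect; some results filed as inactive read as strong as hits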
# MsrA act: activates bovine MsrA enzyme; purified bovine MsrA, absorbance read-out; 360,000 compounds, 0.3% hits; activation, % at 10.6 µM; AID 602163; in the data active = activation above about 7.5%;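 note: 0% = vehicle and 100% = reference activator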
# FAS-TE inh: inhibitors of human fatty acid synthase thioesterase domain; P49327; recombinant FAS-TE, OMFH fluorogenic substrate, fluorescence endpoint; inhibition, % at 15 µM; 360,000 compounds, 0.67% hits; AID 602261;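 active = compounds whose normalised, plate-corrected inhibition of enzyme fluorescence in the single-dose primary screen is 50% or more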;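 note: 0% = DMSO with enzyme and 100% = substrate without enzyme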
# * = called active by the depositor; i = inactive; . = not tested or not shown.
SMILES,MT1-MMP act inh,CendR NRP1 mod,eLon inh,SKN-1 inh,Neddylation inh,Rin1-Abl PPI inh,PABP1 MLLE inh,MsrA act,FAS-TE inh
O=C(O)c1ccc(N2CCCCS2(=O)=O)cc1,0,-1,0,-6,i,-3,-11,-4,-7
O=C(COC(=O)C12CC3CC(CC(C3)C1)C2)NCCc1ccccc1,1,5,7,4,i,-1,-10,0,5
CCOC(=O)c1ccc(NC(=O)CN2CCN(Cc3ccccc3)CC2)cc1,0,1,-1,7,i,2,0,-6,-2
COn1c(-c2ccccc2)nc2ncccc21,1,-4,7,0,i,-1,-1,-5,-6
COCCCNC1CS(=O)(=O)CC1O (stereo not drawn),1,-1,-2,4,i,-2,7,-4,-2
O=C(CCN1C(=O)c2ccc([N+](=O)[O-])cc2C1=O)Nc1cccc(O)c1,-6,15,0,5,i,-4,5,0,-2
CCOC(=O)Cn1nc(-c2ccc(Cl)cc2)ccc1=O,5,10,1,-22,i,-3,-12,1,0
O=C(O)C1CCCCC1C(=O)OCCCCOC(=O)C1CCCCC1C(=O)O (stereo not drawn),1,-1,10,-10,i,-1,-2,0,-6
COCCN(C(=O)Cn1c(C(F)(F)F)nc2ccccc21)c1c(N)n(Cc2ccccc2)c(=O)[nH]c1=O,-1,7,-6,-6,i,0,-14,-3,-6
COc1cccc(NC(=O)COC(=O)c2c3c(nc4ccccc24)CCC(C)C3)c1 (stereo not drawn),-7,-10,0,5,i,-4,-16,-1,20
O=C(Cn1nnc(-c2ccccc2)n1)N/N=C/c1ccco1,-5,6,-2,3,i,0,-2,0,-1
COc1ccc(Cn2ccnc2SCC(=O)Nc2ccccc2)cc1,3,8,4,1,i,1,-57,-2,0
O=C1CN(C(=O)c2ccc3nc(Cc4cccc(Cl)c4)oc3c2)CCN1,4,3,-11,8,i,-1,-5,-1,-4
COc1cc(C(C(=O)NC2CCCCC2)N(C(=O)Cc2c[nH]c3ccccc23)c2ccc(C)cc2)cc(OC)c1OC (stereo not drawn),-7,-4,6,8,i,0,2,-2,14
COc1ccc(C(C)C)cc1S(=O)(=O)N1CC(C)OC(C)C1 (stereo not drawn),10,0,-3,-1,i,2,10,-3,1
CC(C)Cc1ccc(CN2CCC(n3nccc3NC(=O)C3CCCC3)CC2)cc1,5,14,-1,6,i,-5,1,-1,3
Cc1ccc(NC(=O)Cn2ncn3c(cc4ccccc43)c2=O)cc1F,2,1,-2,-9,i,-2,-12,-2,10
CC1(C(=O)NS(=O)(=O)c2ccc(C#N)cc2)CCN1C(=O)CC1CCCCC1 (stereo not drawn),2,12,0,0,i,1,-13,-4,7
Cc1ccc2oc(=O)ccc2c1,0,1,0,20,i,-1,-4,-3,-3
Cc1ccc(OCC(=O)NNC(=O)C(C)Sc2ncnc3sc(C)c(C)c23)cc1 (stereo not drawn),3,0,-6,10,i,-2,-4,-1,14
O=C(O)c1ccccc1SC1CC(=O)N(c2cccc3ccccc23)C1=O (stereo not drawn),2,0,5,0,i,-4,40*,-7,-1
O=S1(=O)CCOC[C@H](Cc2ccccc2)N1Cc1cccc(F)c1,2,35*,-9,1,i,3,4,-2,9
Cc1nc(NC(C)c2ccccc2)c2oc3ccccc3c2n1 (stereo not drawn),-7,8,-6,8,i,2,2,1,7
O=c1[nH]c2ccc(NC(=S)Nc3ccccc3)cc2[nH]1,4,-2,1,3,i,-1,30,-4,-3
CSCC[C@H](NC(=O)c1cccc(S(=O)(=O)N2CCCCC2)c1)c1nc2ccccc2[nH]1,3,-7,-6,-6,i,4,0,-4,2

# Some of the entries so far, bar-delimited.
smiles | MT1-MMP act inh | CendR NRP1 mod | eLon inh | SKN-1 inh | Neddylation inh | Rin1-Abl PPI inh | PABP1 MLLE inh | MsrA act | FAS-TE inh
O=C(CCN1C(=O)c2ccc([N+](=O)[O-])cc2C1=O)Nc1cccc(O)c1 | -6 | 15 | 0 | 5 | i | -4 | 5 | 0 | -2
Cc1ccc(NC(=O)Cn2ncn3c(cc4ccccc43)c2=O)cc1F | 2 | 1 | -2 | -9 | i | -2 | -12 | -2 | 10
CC(C)Cc1ccc(CN2CCC(n3nccc3NC(=O)C3CCCC3)CC2)cc1 | 5 | 14 | -1 | 6 | i | -5 | 1 | -1 | 3

# (more compounds)
SMILES,MT1-MMP act inh,CendR NRP1 mod,eLon inh,SKN-1 inh,Neddylation inh,Rin1-Abl PPI inh,PABP1 MLLE inh,MsrA act,FAS-TE inh
COc1ccccc1N1CCN(C(=O)Cn2cnc3c2c(=O)n(C)c(=O)n3C)CC1,3,0,6,-17,i,-1,-13,-4,-2
COc1ccc(C2=Nn3c(nnc3-c3ccccc3OC)SC2)cc1OC1CCOC1 (stereo not drawn),25,15,-1,24,i,-5,-73,-2,-4
CC(=O)NC(Cc1ccccc1C)C(=O)NC1CCN(C(=O)c2cccc(C)c2)CC1 (stereo not drawn),2,-4,-7,6,i,-3,6,-1,-1
COc1ccc(CC(=O)N2N=C(C)CC2(O)c2cccnc2)cc1 (stereo not drawn),0,2,1,23,i,0,-5,-2,-8
Cc1cc(C)cc(C(=O)NCC(=O)OCC(=O)N2CCN(S(=O)(=O)c3ccc4ccccc4c3)CC2)c1,2,-4,-9,-10,i,-2,-3,-8,14
Cc1cc(CNC(=O)Cn2nc(C)c([N+](=O)[O-])c2C)c2ccccc2n1,-5,-3,9,-5,i,1,18,-3,-2
CCN1C(=O)c2ccccc2Sc2ccc(C(=O)NCCCN(CC(C)C)CC(C)C)cc21,-8,-4,2,8,i,0,-10,0,0
CC[n+]1c(/C=C2/C=C(C)CC(C)C2)sc2ccccc21 (stereo not drawn),-5,-19,-13,15,i,2,-13,-2,1
CC(C)(C)OC(=O)CNC(=O)c1[nH]cnc1C(=O)Nc1ccc(CNC(=O)OC(C)(C)C)cc1,-11,6,-10,0,i,3,6,-1,22
CCOc1ccccc1N1CCN(S(=O)(=O)CC)CC1,-1,3,9,-17,i,6,24,-5,-6
CCCc1cc(C(=O)Nc2sc3c(c2C(=O)OCC)CCCC3)no1,2,4,2,-4,.,-3,11,-1,0
N#CC(C#N)c1ccnc2ccccc12,-7,5,-13,21,i,-4,19,-3,34
CCOC(=O)c1cnc2ccc(Br)cc2c1NCCO,7,9,-1,3,i,0,-8,-3,-2
Cc1ccccc1-c1nnc(SCC(=O)Nc2ccc3c(c2)OCCO3)n1N,4,-14,4,3,i,-2,-7,-8,-8
O=C(Nc1nccs1)c1ccc(-c2ccccc2Cl)o1,5,8,-10,53*,i,-2,18,-4,14
CCCCC(CC)CNC(=O)Cn1c(=O)[nH]c2ccsc2c1=O (stereo not drawn),3,-6,-7,-6,i,-2,12,-4,12
COc1ccc(/C=C(/CC(=O)Nc2ccc(C)cc2)c2nc3ccccc3s2)cc1,-3,-11,-26,4,i,1,-50,-3,29
COCCNC(=O)C(=O)NNS(=O)(=O)c1ccc2ccccc2c1,-1,9,-9,4,i,-1,4,-1,-4
C=CCN=C1N[C@@H](c2ccccc2)C(C(=O)OC)=C(C)N1CCOC,-2,4,-11,-2,i,2,-94,-2,-2
O=C(CSc1nc2ccccc2c(=O)n1NC(=O)Cc1ccccc1)NCc1ccco1,3,-10,-9,10,i,4,23,4,-2
O=C(Nc1nnc(-c2ccccc2)o1)C1CCCN1S(=O)(=O)c1cccs1 (stereo not drawn),7,-9,-1,8,i,7,-4,-1,-5
Cc1ccc(S(=O)(=O)NC(=O)C2(C)CCN2C(=O)C2(c3ccc(Cl)cc3)CC2)cc1 (stereo not drawn),-6,-14,-10,10,i,2,12,-7,-6
Cc1cnc(C(=O)OCC(=O)NC(=O)NC(C)C)cn1,1,-9,8,7,i,-2,-10,0,-10
Cc1cccn2c(=O)c3cc(C(=O)NCCN4CCOCC4)c(=N)n(CCc4ccccc4)c3nc12,1,8,-3,-13,.,-8,-4,-6,-4
Cc1ccc(NC(=O)C2CCN(S(=O)(=O)c3ccc4c(c3)NC(=O)C(C)S4)CC2)cc1C (stereo not drawn),-4,0,-4,21,i,-2,-8,-3,12

# New compounds follow.
SMILES,MT1-MMP act inh,CendR NRP1 mod,eLon inh,SKN-1 inh,Neddylation inh,Rin1-Abl PPI inh,PABP1 MLLE inh,MsrA act,FAS-TE inh
CC(=O)c1ccc(Nc2nc(=O)c3cccnc3s2)cc1,-2,9,-6,-4,i,2,8,-2,-5
CCSc1nnc(NC(=O)[C@H](C)NC(=O)c2ccccc2Cl)s1,1,-6,-6,8,i,-7,8,-3,-3
CSc1nc2ccc3nc(NC(=O)c4ccc(C)cc4)sc3c2s1,4,-14,-3,-19,.,-2,-1,-2,4
CC(C)CC(NC(=O)C1CCC(C)CC1)C(=O)NCCN1CCOCC1 (stereo not drawn),1,0,-4,5,i,2,16,-2,-2
O=[N+]([O-])c1ccc(NNC(=S)Nc2ccccc2)cc1,10,-14,-8,22,i,-2,3,-2,15
N#Cc1cc2ccncc2c2ccccc12,-14,-3,3,7,i,-4,19,-2,2
O=S(=O)(NCc1ccc2c(c1)OCO2)c1ccc(F)c(F)c1,2,1,0,-16,i,-4,6,-9,4
NC(=O)c1cc(Br)cc(C2CCCCC2)c1O,0,-6,6,-1,i,-1,4,-6,20
Cc1cc(C)cc(NC(=O)C2C3C=CC(O3)C2C(=O)O)c1 (stereo not drawn),0,10,-4,10,i,-1,11,-3,-2
N=c1c(C(=O)NCc2ccco2)cc2c(=O)n3ccccc3nc2n1C1CCCC1,1,-23,-2,-17,.,-3,32,-14,-7
COc1ccc(N(C)S(=O)(=O)c2cccc(C(=O)N(C)Cc3ccc(C)o3)c2)cc1,2,13,0,7,i,5,-3,-8,5
Cc1ccc(OCC(=O)NC2CCS(=O)(=O)C2)c(C)c1 (stereo not drawn),3,-4,-5,7,i,0,-11,-2,-6
CCN(CC)C(=S)NC(=O)c1cccnc1,0,9,-4,1,i,0,28,0,-5
COc1ccc(C)c(-n2c(N)cc(=O)n(Cc3ccccc3)c2=O)c1,-1,-14,11,-2,i,-1,-1,-6,-5
O=C(NNC(=O)c1ccccc1F)c1ccc(-c2ccc(Cl)cc2)o1,-1,4,7,-17,i,4,3,-9,8
N[C@H](CSCc1ccccc1)C(=O)Nc1ccc([N+](=O)[O-])cc1,0,8,10,8,i,0,1,-7,30
CNc1cccc(-c2cccc(O)c2)n1,2,-1,-6,-2,i,-2,-2,-2,-6
COC(=O)c1ccccc1S(=O)(=O)N1CCC(C(=O)OC(C)C(=O)Nc2ccccc2OC)CC1 (stereo not drawn),4,2,2,4,i,3,7,-2,16
COc1ccc(O)cc1CN1CCN(c2ncc(Cc3ccccc3)cn2)CC1,10,-7,.,4,i,.,.,.,.
C[C@@H](C(=O)Nc1nc(-c2ccccn2)cs1)N1C(=O)C2CCCCC2C1=O (stereo partly drawn),1,-9,-1,32,i,-3,31,-4,-3
CCCn1c(N)c(N(CCOC)C(=O)c2cccc(C(F)(F)F)c2)c(=O)[nH]c1=O,1,15,2,0,i,1,3,-9,-2
O=C1CCCN1CCC(=O)N1CCCC(Nc2ccc(F)cc2)C1 (stereo not drawn),-1,-4,-4,-7,i,1,-15,-4,-6
CC1=NN(c2ccccc2C(=O)O)C(=O)C1N=Nc1ccccc1 (stereo not drawn),5,-1,-3,19,i,-2,9,-8,-10
COc1cccc(C(O)c2nc(-c3cccc(C#N)c3)cs2)c1 (stereo not drawn),-1,2,-7,17,i,-1,-10,-4,8
O=C(c1ccc(F)cc1)C1CCN(C(=O)c2ccc(Cl)cc2)CC1,1,0,4,13,i,1,-4,-4,4
COc1ccc(C(C(=O)NC(C)(C)C)N(Cc2cccs2)C(=O)CCC(=O)Nc2cc(C)on2)cc1 (stereo not drawn),-2,11,2,10,i,0,0,-5,-5

# An unsorted share of the library. About 4% of those tested had a hit in this group.
